Screening data as filed in PubChem BioAssay.
mIAP activ = mouse IAP activation; muIAP, CDP-Star luminescence, 30 min; hits give high values; 1 = vehicle-only enzyme signal, 0 = enzyme-free wells; activation factor at 10 µM; hit rate 0.24% among 330,000; AID 2805;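 active means activation factor of at least 2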; further: the source names both 10 and 20 µM as test concentration; values of inactives mirror those of a sister screen read the other way
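System: Mouse IAP enzyme | Also added: CDP-Star substrate | Dosing: Compounds dispensed in DMSO | Schedule: 30 min enzyme-substrate-compound incubation at room temperature | Technique: Chemiluminescence readout | Control set: DMSO-only wells and no-enzyme negative control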
HKDC1 inh = blocks human hexokinase HKDC1 activity | Q2TB90 | recombinant HKDC1, G6PDH/diaphorase resazurin coupled fluorescence | inhibition, % at 20 µM | hit rate 0.16% among 340,000 | AID 493160;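 active means inhibition above about 35% when tested at 20 µM, limit read from the data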;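 further: plate controls were DMSO wells with enzyme for no effect and DMSO wells lacking enzyme for full effect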
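Test system: HK5 enzyme. Quantity: 5 µg/mL HK5 final. Reagent: glucose and ATP substrates. Schedule: 90 min reaction incubation at room temperature, dark. Technique: resazurin-to-resorufin fluorescence via G6PDH and diaphorase coupling, 525/613 nm. Control set: DMSO wells with and without enzyme mix.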
hIAP inh = blocks human intestinal alkaline phosphatase; inhibition, % at 10 µM; hit rate 0.12% among 330,000; AID 2544; purified IAP, CDP-Star luminescence, 30 min;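 active means inhibition reaching a set limit with compound at 10 µM in the primary screen, cut at about 35% in these data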;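 further: plate controls were DMSO wells with enzyme for no effect and no-enzyme buffer wells for full effect; values of inactives mirror those of a sister screen read the other way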
mIAP block = blocks mouse intestinal alkaline phosphatase | purified mouse IAP, CDP-Star luminescence, 30 min | inhibition, % at 10 µM | hit rate 0.2% among 330,000;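 active means inhibition of at least 40% at 10 µM in the primary screen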;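 further: plate controls were DMSO with enzyme for no effect and no enzyme wells for full effect; values of inactives mirror those of a sister screen read the other way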
PfG6PD inh = PfG6PD (Plasmodium falciparum) enzyme inhibition; PfGluPho enzyme, NADPH resazurin-diaphorase fluorescence; inhibition, % at 20 µM; hit rate 0.78% among 350,000; AID 504690;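 active means inhibition reaching at least a set limit at 20 µM in the primary screen, cut at about 59% in these data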;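 further: 0% = DMSO wells with substrate and 100% = DMSO wells lacking glucose-6-phosphate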
hIAP act = increases human intestinal alkaline phosphatase activity | purified human IAP, CDP-Star luminescence, 30 min; hits give high values; 1 = vehicle-only enzyme, 0 = enzyme-free background | P09923 | hit rate 0.16% among 330,000 | activation factor at 10 µM;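 active means activation factor of the enzyme at least 2-fold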; further: the source names both 10 and 20 µM as test concentration; values of inactives mirror those of a sister screen read the other way
A3A deaminase = human APOBEC3A DNA deaminase inhibition; inhibition, % at 20 µM; hit rate 0.41% among 330,000; recombinant A3A, FAM/TAMRA ssDNA deamination fluorescence; AID 493011;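 active means at least 40% inhibition at 20 µM here, with at most 30% in a related deaminase screen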;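 further: plate controls were A3A with DMSO for no effect and wells lacking A3A enzyme for full effect; some results filed as inactive read as strong as hits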
Target sequence (P31941 whole entry, looked up): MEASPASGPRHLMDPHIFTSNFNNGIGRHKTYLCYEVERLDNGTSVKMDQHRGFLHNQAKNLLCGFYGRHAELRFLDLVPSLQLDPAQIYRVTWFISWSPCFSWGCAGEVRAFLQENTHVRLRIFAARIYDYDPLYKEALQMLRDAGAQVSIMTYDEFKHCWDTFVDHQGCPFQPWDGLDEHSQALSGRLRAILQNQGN
ATG4B inhibitor = inhibitors of human ATG4B cysteine protease. hit rate 0.51% among 340,000. inhibition, % at 8.33 µM. AID 504462. Q9Y4P1. ATG4B cleavage of LC3-PLA2, NBD-HPC fluorescence, 1 h; in the data active means inhibition above about 40%
Target sequence (Q9Y4P1 whole entry, looked up): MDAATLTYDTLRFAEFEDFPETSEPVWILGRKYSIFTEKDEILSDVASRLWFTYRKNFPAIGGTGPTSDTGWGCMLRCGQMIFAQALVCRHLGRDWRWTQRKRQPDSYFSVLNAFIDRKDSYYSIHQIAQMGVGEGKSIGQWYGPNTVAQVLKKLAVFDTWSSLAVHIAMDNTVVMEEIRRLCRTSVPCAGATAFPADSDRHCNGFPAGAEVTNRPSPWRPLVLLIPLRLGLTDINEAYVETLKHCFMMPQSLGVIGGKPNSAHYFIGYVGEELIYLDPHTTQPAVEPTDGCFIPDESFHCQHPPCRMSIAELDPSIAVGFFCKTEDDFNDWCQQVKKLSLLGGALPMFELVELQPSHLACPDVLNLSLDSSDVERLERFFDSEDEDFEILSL
Numbers without * were called inactive. Hits appear at their usual frequency. Share with any hit: about 2.4%.

SMILES | mIAP activ | HKDC1 inh | hIAP inh | mIAP block | PfG6PD inh | hIAP act | A3A deaminase | ATG4B inhibitor
O=C(OCC(=O)N1CCCc2ccccc21)c1c(F)cccc1F | 1 | -5 | -15 | -3 | -10 | 1.2 | -4 | 8
O=S(=O)(c1ccc(N2CC=C(c3ccccc3)CC2)nc1)N1CCCC1 | 1 | -3 | 6 | 0 | 4 | 0.94 | -2 | -7
OCCN1CCN(CC(O)COC(c2ccc(F)cc2)c2ccc(F)cc2)CC1 (stereo not given) | 0.98 | 2 | -6 | 2 | 10 | 1.1 | -4 | -2
COc1ccc(OC)c(NC(=O)c2cc3oc4ccccc4c3cc2O)c1 | 0.91 | -7 | -27 | 9 | -7 | 1.3 | -1 | -4
Cc1ccc(S(=O)(=O)N2CCC(C(=O)OCC(=O)N(C)c3ccccc3)CC2)cc1C | 0.97 | 6 | 13 | 3 | -7 | 0.87 | -4 | -8
COC(=O)N/N=C/c1cc([N+](=O)[O-])cc(Br)c1O | 0.91 | -3 | -13 | 9 | -1 | 1.1 | -4 | -6
CCc1cc(C(=O)OC)c(NC(=O)CC2SC(N)=NC2=O)s1 (stereo not given) | 1.1 | -6 | 0 | -6 | -2 | 1 | -1 | 2
CC(C)Nc1nc(NC(C)C)nc(NS(=O)(=O)c2ccc(N)cc2)n1 | 0.97 | -2 | -32 | 3 | -18 | 1.3 | -1 | -4
CC(=O)Nc1sc(N/N=C\c2cccc(Cl)c2)nc1-c1cccs1 | 0.83 | -6 | 14 | 17 | 19 | 0.86 | -2 | 1
CC1(C)CC(=O)C2=C(C1)Nc1[nH]c(=S)[nH]c(=O)c1C2c1ccccc1 (stereo not given) | 0.99 | 6 | -8 | 1 | 31 | 1.1 | 9 | 0
COC(=S)Nc1cccc(C(F)(F)F)c1 | 1.1 | -1 | 1 | -6 | -2 | 0.99 | -4 | 1
CN(C)S(=O)(=O)c1ccc(C(=O)NCc2nc3ccccc3s2)cc1 | 0.99 | -3 | 5 | 1 | -22 | 0.95 | 1 | 9
O=C(C1=C(O)C(=O)N(CCN2CCOCC2)C1c1ccccn1)c1cccs1 (stereo not given) | 0.96 | 5 | 7 | 4 | 16 | 0.93 | 3 | -6
O=C(CNC(=O)c1ccc(Br)o1)NCC1CCCO1 (stereo not given) | 0.95 | 2 | 10 | 4 | 12 | 0.9 | 0 | -7
COC(=O)CSc1nc2sc3c(c2c(=O)n1-c1ccccc1)CCN(C)C3 | 1.1 | 6 | 3 | -8 | -6 | 0.97 | -3 | -1
Cc1nc2ccccc2nc1SCC(=O)c1ccccc1 | 0.93 | 18 | 7 | 7 | 11 | 0.93 | 1 | -11
O=[N+]([O-])c1cc(/C=N/O)ccc1SCc1ccccc1Cl | 0.94 | 9 | 10 | 6 | 2 | 0.9 | -2 | 25
CCc1cc2c(=O)c(-c3nc4ccccc4n3C)coc2c(CN2CCC(C)CC2)c1O | 0.96 | -5 | -2 | 4 | 1 | 1 | -2 | 5
CCOc1ccc(S(=O)(=O)Nc2cccc(C(=O)NCCCn3ccnc3)c2)cc1 | 1.2 | -1 | -21 | -20 | -33 | 1.2 | -4 | 8
COc1ccc(CCNC(=O)CO/N=C/c2cc3c(cc2Br)OCO3)cc1OC | 1 | -1 | -6 | -3 | -7 | 1.1 | 4 | 9
COc1ccc(N(Cc2cc3ccccc3[nH]c2=O)C(=O)C2CCCO2)cc1 (stereo not given) | 1 | 0 | -27 | -2 | -3 | 1.3 | 1 | -9
COc1ccc(-c2nc(N)nc(C(F)(F)F)c2-c2cscn2)c(O)c1 | 0.99 | 12 | 7 | 1 | -37 | 0.93 | 6 | 1
COc1ccc(Nc2nc(N)c([N+](=O)[O-])c(NCc3ccccc3)n2)cc1 | 0.9 | -3 | 5 | 10 | 6 | 0.95 | -1 | 1
O=C(NCc1cccc(F)c1)c1cccc(OC2CCN(C(=O)C3CC3)CC2)c1 | 0.94 | -12 | -24 | 6 | 2 | 1.2 | -2 | -1
Cn1c(N)cc(-c2ccc(F)cc2)c(C#N)c1=O | 0.85 | 6 | 5 | 15 | -14 | 0.95 | 0 | 3
CCNc1sc(C(=O)c2cccs2)c(N)c1C#N | 0.9 | -1 | -3 | 10 | -41 | 1 | -4 | 3
Cc1ccc(NC(=O)c2ccc(N3CCCC3=O)cc2)cc1S(=O)(=O)N1CCCCC1 | 1 | 1 | -1 | -2 | -3 | 1 | -3 | -1
O=C(COc1ccccc1)Nc1nc(-c2ccc(S(=O)(=O)N3CCOCC3)cc2)cs1 | 1 | -1 | -9 | -1 | 32 | 1.1 | -5 | -19
CC(=O)NC(c1ccco1)c1cc(F)c2cccnc2c1O (stereo not given) | 0.96 | -1 | -48 | 4 | 22 | 1.5 | -2 | 2
Cc1nnc(-c2cccc(Br)c2)c2cn(-c3ccccc3)nc12 | 0.93 | -2 | -38 | 7 | 8 | 1.4 | 0 | -6
CN(Cc1ccco1)C(=O)c1ccc(S(=O)(=O)N2CCCCCC2)cc1 | 1 | -1 | -2 | -1 | 7 | 1 | 3 | -8
Cc1ccc[n+](-c2nc([O-])sc2/C=N/Nc2ccc([N+](=O)[O-])cc2)c1 | 0.77 | 9 | 0 | 23 | 30 | 1 | 2 | 5
CCCC(=O)NC1=C(C#N)C2(CCCCC2)Cc2ccccc21 | 0.96 | -3 | 11 | 4 | -16 | 0.89 | 15 | 1
Cc1ccc2nc3c(c(Nc4ccc(O)cc4)c2c1)CCC3 | 0.95 | 5 | 18 | 5 | 19 | 0.82 | 5 | 12
Cc1cc(C)cc(C(=O)NCC(=O)OCC(=O)c2cc(C)n(CC(F)(F)F)c2C)c1 | 1 | -5 | -18 | -4 | -4 | 1.2 | 1 | 2
O=C(CSc1cccc2cccnc12)N/N=C/c1ccc(F)cc1 | 0.94 | 9 | -82 | 6 | 85* | 1.8 | -2 | -13
O=[N+]([O-])c1ccc(N2CCC(=NOCc3ccc(Cl)cc3)CC2)cc1 | 0.87 | -4 | 8 | 13 | 16 | 0.92 | -5 | -7
O=C1c2ccccc2NC(c2ccc([N+](=O)[O-])cc2)N1O (stereo not given) | 1 | -16 | -2 | 0 | -1 | 1 | -5 | -1
CCc1ccc(OCC(=O)OC(C)C(=O)NC2CC2)cc1 (stereo not given) | 0.97 | -11 | 14 | 3 | -3 | 0.86 | 2 | -1
CC(Cc1cccs1)NC(=O)NC1CCCCC1 (stereo not given) | 1.1 | -1 | 18 | -8 | -8 | 0.82 | -1 | 5

Four of the entries above in order of the hIAP act value, low to high.
| mol | mIAP activ | HKDC1 inh | hIAP inh | mIAP block | PfG6PD inh | hIAP act | A3A deaminase | ATG4B inhibitor |
| --- | --- | --- | --- | --- | --- | --- | --- | --- |
| CN(C)S(=O)(=O)c1ccc(C(=O)NCc2nc3ccccc3s2)cc1 | 0.99 | -3 | 5 | 1 | -22 | 0.95 | 1 | 9 |
| COC(=O)CSc1nc2sc3c(c2c(=O)n1-c1ccccc1)CCN(C)C3 | 1.1 | 6 | 3 | -8 | -6 | 0.97 | -3 | -1 |
| COc1ccc(CCNC(=O)CO/N=C/c2cc3c(cc2Br)OCO3)cc1OC | 1 | -1 | -6 | -3 | -7 | 1.1 | 4 | 9 |
| COc1ccc(N(Cc2cc3ccccc3[nH]c2=O)C(=O)C2CCCO2)cc1 (stereo not given) | 1 | 0 | -27 | -2 | -3 | 1.3 | 1 | -9 |

Other results:
SMILES | mIAP activ | HKDC1 inh | hIAP inh | mIAP block | PfG6PD inh | hIAP act | A3A deaminase | ATG4B inhibitor
NC(=O)NC(=O)COC(=O)CCCSc1nc2ccccc2s1 | 1.1 | -6 | -10 | -6 | -17 | 1.1 | 6 | 2
CC1=C(C(=O)Nc2ccc(C(=O)N3CCN(c4ccccc4F)CC3)cc2)SCCO1 | 0.93 | -4 | -18 | 8 | 9 | 1.2 | -6 | -10
CSc1c(CN2CCN(C)CC2)c2ccccc2n1C | 1.1 | -7 | 4 | -11 | 3 | 0.96 | -3 | -4
c1ccc(Cn2c(CNc3nc4ccccc4n3CCN3CCCCC3)nc3ccccc32)cc1 | 1.6 | -1 | -93 | -59 | 13 | 1.9 | -4 | 6
Cc1cc(C)cc(NC(=O)N2CCCN(Cc3c(F)cccc3Cl)CC2)c1 | 1.1 | -5 | -1 | -12 | -5 | 1 | -1 | 6
CN(C)S(=O)(=O)c1ccc(NC(=O)COC(=O)C2CC3CCCC(C2)C3=O)cc1 (stereo not given) | 0.86 | 2 | -2 | 14 | -3 | 1 | -4 | -6
C=CCNCCOc1cccc(Br)c1 | 0.96 | 6 | 2 | 4 | -4 | 0.98 | 2 | -7
CCOc1cccc(N2C(=O)CC(NNC(=O)c3ccc(Br)o3)C2=O)c1 (stereo not given) | 0.92 | -8 | -11 | 8 | -4 | 1.1 | 0 | -4
COCCCN(CC(=O)Nc1ccc(N2CCOCC2)cc1)S(=O)(=O)c1ccc(C)cc1 | 0.98 | -4 | 5 | 2 | 7 | 0.95 | -2 | -3
CN(Cc1ccc(Cl)s1)C(=O)CSc1nnc(C2CC2)n1C1CC1 | 1.2 | -2 | 10 | -15 | 0 | 0.9 | -6 | 3
O=C(OCc1cn(-c2ccc(Cl)cc2)nn1)c1ccccc1 | 0.92 | 3 | 8 | 8 | 2 | 0.92 | 4 | -3
O=C(CCn1ccc2ccccc21)Nc1ccc(N2CCOCC2)cc1 | 0.98 | 1 | -3 | 2 | -7 | 1 | 1 | -13
Cc1ccoc1C(=O)N1CCN(C(=O)c2occc2C)CC1 | 1 | 0 | -8 | -3 | -18 | 1.1 | -6 | 9
CC(C(=O)O)n1ncc2ccccc2c1=O (stereo not given) | 1 | -5 | 1 | 0 | -15 | 0.99 | 1 | -1
CC(NC(=O)CS(=O)(=O)c1ccccc1)c1ccccc1 (stereo not given) | 0.97 | -6 | 13 | 3 | 9 | 0.87 | 0 | -7
Cc1ccc(C(=O)Nn2cnnc2)cc1 | 1 | -2 | 15 | -4 | -4 | 0.85 | -3 | 2
Cc1c(NC(=O)CS(=O)(=O)c2ccccc2)c(=O)n(-c2ccccc2)n1C | 1 | -6 | -8 | -2 | 13 | 1.1 | 0 | -1
COCCN1CCn2c(nc3cc(NC(=O)Cn4nc(C)c5ccccc5c4=O)ccc32)C1 | 0.95 | 8 | 11 | 5 | 4 | 0.89 | 14 | -12
COCC(C)n1c(C)cc(C(=O)CSc2nnc(Nc3ccccc3F)s2)c1C (stereo not given) | 0.95 | -3 | -1 | 5 | 7 | 1 | 4 | -11
COc1ccc(-n2c(Cc3cccn3C)nnc2SCC(=O)Nc2cc(Cl)ccc2OC)cc1 | 0.89 | -3 | 0 | 11 | 15 | 1 | 0 | 18
O=C(Cn1nnc(-c2ccccc2)n1)NCc1ccccc1 | 1 | -6 | -15 | -3 | 2 | 1.1 | -2 | 0
CCCSC1=N/C(=C\c2ccsc2)C(=O)S1 | 0.94 | -3 | 0 | 6 | -20 | 1 | -4 | 5
Cn1c(-c2ccc3c(c2)OCO3)c(C(=O)O)c(=O)c2ccccc21 | 1 | -3 | 0 | 0 | -14 | 1 | -1 | -3
CCN1C(=O)[C@@H]2[C@@H](c3ccc(-c4ccc(F)cc4)c(OC)c3)N3CCC[C@@]3(C(=O)OC)[C@@H]2C1=O | 0.91 | -1 | 15 | 9 | -1 | 0.85 | 1 | -5
CCCCn1c(SCC(=O)Nc2ccc3c(c2)OCCO3)nnc1C(CC)N(C)C (stereo not given) | 0.95 | -6 | -3 | 5 | 0 | 1 | -3 | -2
CC1(C)Cc2nc3sc4c(N(CCO)CCO)ncnc4c3cc2CO1 | 1 | 2 | -58 | -4 | 13 | 1.6 | 6 | -7
CCS(=O)(=O)c1ncc(Cl)c(C(=O)Nc2ccccc2OC)n1 | 1.2 | -2 | -14 | -20 | 16 | 1.1 | 0 | 5
